# proKLK7 act: proKLK7 zymogen activators, primary screen, biochemical, fluorescence intensity; Kallikrein-7 (Homo sapiens), P49862; purified proKLK7, EDANS-DABCYL substrate fluorescence; 100% is mature enzyme control, 0% vehicle; activation, % at 7 µM; actives 0.9% (n = 370,000); AID 652039, 2013;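 active = activation above the mean of all tested compounds plus 3 SD, computed per campaign excluding outliers beyond control limits, cut at about 13% in these data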
# FXN GAA850 act: FXN promoter activators, primary screen, cell-based, luciferase luminescence, HEK293 lucGAA850; HEK293 lucGAA850 FXN promoter luciferase reporter, 24 h; percent of 10 µM SAHA response; activation, % at 6 µM; actives 0.56% (n = 360,000);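 active = activation above the average of all compounds screened plus 3 SD, cutoff fixed separately per campaign, cut at about 7.5% in these data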;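 also: 0% = DMSO wells and 100% = 10 µM SAHA wells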
# GC-A act: GC-A stimulated cGMP production enhancers – HEK293 GC-A cells, cGMP TR-FRET, EC30 ANP, primary screen; Atrial natriuretic peptide receptor 1 (Homo sapiens), P16066; 0% at EC30 ANP, 100% saturating ANP; activation, % at 10 µM; actives 0.14% (n = 370,000); AID 1671463, 2021; in the data active = activation above about 40%
# rCAG RNA binder: binders of r(CAG) RNA repeats, primary screen, biochemical, fluorescence | r(CAG) RNA repeat, TO-PRO-1 dye displacement fluorescence | inhibition, % at 3 µM | actives 1.3% (n = 370,000) | AID 651821, 2012;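 active = inhibition above the plate cutoff, the mean of all test compounds on that plate plus 3 SD, cut at about 35% in these data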;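 also: 0% = DMSO alone and 100% = 100 µM mitoxantrone as full dye displacement; higher means more dye released from RNA so lower well fluorescence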
# ADAM10 inh: human ADAM10 inhibitors, primary screen, biochemical, QFRET, HTS; Disintegrin and metalloproteinase domain-containing protein 10 (Homo sapiens), O14672; actives 0.62% (n = 370,000); inhibition, % at 7 µM; recombinant ADAM10, EDANS/DABCYL FRET peptide cleavage, 3 h;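 active = inhibition above a per-campaign cutoff equal to the mean of compounds falling between control-based bounds plus 3 SD, cut at about 20% in these data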;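 also: 0% = DMSO wells while the 100% control is not disclosed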
# GC-B act: human GC-B receptor activators, primary screen, HEK293 GC-B cells, cGMP TR-FRET, EC30 CNP; activation, % at 10 µM; AID 1920062, 2024; Atrial natriuretic peptide receptor 2 (Homo sapiens), P20594; actives 0.11% (n = 370,000); 0% at EC30 CNP, 100% saturating CNP;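 active = activation at 10 µM reaching about 35% in either raw or pattern-adjusted values, limit read from the data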
# ASAP1 inh: inhibitors of human ASAP1 ArfGAP activity, primary screen, biochemical, fluorescence polarization | inhibition, % at 16.5 µM | AID 624377, 2012 | ASAP1-stimulated ARF1 GTP hydrolysis, GDP FP detection | actives 0.19% (n = 360,000) | Arf-GAP with SH3 domain, ANK repeat and PH domain-containing protein 1 (Homo sapiens), …; in the data active = inhibition above about 25%;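 also: 0% = vehicle with enzyme and substrate and 100% = no enzyme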
# Target sequence (Q9ULH1 325-724 limits assumed): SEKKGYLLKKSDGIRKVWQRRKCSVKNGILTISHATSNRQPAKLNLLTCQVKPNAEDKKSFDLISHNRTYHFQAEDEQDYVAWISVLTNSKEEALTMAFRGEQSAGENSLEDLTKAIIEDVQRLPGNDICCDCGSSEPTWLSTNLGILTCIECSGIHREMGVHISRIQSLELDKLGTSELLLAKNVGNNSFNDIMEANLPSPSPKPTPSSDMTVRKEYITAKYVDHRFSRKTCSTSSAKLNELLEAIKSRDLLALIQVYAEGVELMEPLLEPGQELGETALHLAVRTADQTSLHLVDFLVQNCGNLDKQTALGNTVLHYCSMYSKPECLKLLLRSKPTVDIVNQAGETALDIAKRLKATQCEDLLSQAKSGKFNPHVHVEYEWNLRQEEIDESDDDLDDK
# ARFGAP1 inhibitor: inhibitors of rat ARFGAP1 GAP activity, primary screen, biochemical, fluorescence polarization, GDP tracer. AID 651572, 2012. inhibition, % at 16.5 µM. ADP-ribosylation factor GTPase-activating protein 1 (Rattus norvegicus), Q62848. Arfgap1-stimulated ARF1 GTP hydrolysis, GDP FP detection. actives 0.26% (n = 360,000);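 active = inhibition above a per-plate limit, mean inhibition of low control wells plus 3 SD, cut at about 25% in these data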;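 also: 0% = DMSO wells with enzyme and 100% = wells lacking Arfgap1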
# Target sequence (Q62848 1-136 limits assumed): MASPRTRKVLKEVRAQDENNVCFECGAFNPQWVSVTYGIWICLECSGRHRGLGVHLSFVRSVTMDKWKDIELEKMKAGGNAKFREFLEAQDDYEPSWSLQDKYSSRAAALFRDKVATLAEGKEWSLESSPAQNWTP
#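 Repeats: one replicate per compound; assay system: rat Arfgap1 catalytic domain, aa 1-136; times: enzyme reaction 120 min at 25 °C after 20 min preincubation; detection: FP of antibody-bound GDP Alexa 633 tracer, ex 620/em 688 nm; benchmarks: high control wells lacking Arfgap1, low control full reaction with DMSO; reagent: human ARF1(Δ1-17)-GTP substrate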
# sPLA2-III inh: human group III sPLA2 inhibitors, primary screen, biochemical, QFRET, BODIPY PC-A2 liposome substrate; actives 0.56% (n = 370,000); Group 3 secretory phospholipase A2 (Homo sapiens), Q9NZ20; inhibition, % at 12.2 µM; QFRET BODIPY PC-A2 liposome hydrolysis, fluorescence;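 active = inhibition above mean plus 3 SD of compounds lying within the high and low control bounds, cut at about 19% in these data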;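 also: 0% = median of test compound wells and 100% = no enzyme DMSO wells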
# Target sequence (Q9NZ20 whole entry, looked up): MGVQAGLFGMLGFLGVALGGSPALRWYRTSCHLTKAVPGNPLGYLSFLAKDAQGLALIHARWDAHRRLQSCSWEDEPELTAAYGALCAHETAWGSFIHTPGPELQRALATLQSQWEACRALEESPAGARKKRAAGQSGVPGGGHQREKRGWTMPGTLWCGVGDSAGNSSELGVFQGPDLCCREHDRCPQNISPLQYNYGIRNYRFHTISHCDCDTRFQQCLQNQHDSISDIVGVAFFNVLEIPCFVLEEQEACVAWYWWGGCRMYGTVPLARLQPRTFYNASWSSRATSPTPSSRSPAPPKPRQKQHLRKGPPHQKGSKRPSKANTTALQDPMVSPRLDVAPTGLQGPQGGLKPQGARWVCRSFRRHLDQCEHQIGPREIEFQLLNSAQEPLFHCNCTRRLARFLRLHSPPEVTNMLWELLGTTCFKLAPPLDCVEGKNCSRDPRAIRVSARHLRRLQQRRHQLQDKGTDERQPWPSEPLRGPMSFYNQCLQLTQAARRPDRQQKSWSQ
# Tn6 DDE FP: inhibitors of Tn6 peptide binding to fibrin DD(E), primary screen, biochemical, fluorescence polarization, human fibrin, Tn6 probe. Fibrinogen beta chain (Homo sapiens), P02675. Fibrin DD(E) TRITC-Tn6 fluorescence polarization displacement. inhibition, % at 8.3 µM. actives 0.21% (n = 370,000);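 active = inhibition above a per-campaign cutoff: mean of compounds within control limits plus 3 SD, cut at about 15% in these data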;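 also: 0% = median of all compound wells on the plate and 100% = blocking peptide control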
# Numbers without * were called inactive; i = inactive; . = no result given. The order is random. About 4.5% of those tested had a hit in this group.
# Values run as follows: proKLK7 act, FXN GAA850 act, GC-A act, rCAG RNA binder, ADAM10 inh, GC-B act, ASAP1 inh, ARFGAP1 inhibitor, sPLA2-III inh, Tn6 DDE FP
> c1csc(C(c2nnnn2C2CCCC2)N2CCCC3(CCCCC3)C2)c1 (stereo not given)
    0.1, 5.3, -8, 2, -9, -4, 4, -1, 3, 5
> C=C1CC(COc2ccc3c(C)c(Cl)c(=O)oc3c2)(c2ccccc2)OC1=O (stereo not given)
    -15, 6.7, 20, 11, i, 5, -6, 3, 0, -5
> N#Cc1ccccc1S(=O)(=O)N1CCN(C(=O)Cc2coc3cc(O)ccc23)CC1
    3.4, 0.3, -3, 9, -82, 2, -6, -12, 1, 4
> CCOC(=O)c1ccc2c(c1)nc(COc1ccc(OC)cc1)n2CC
    0.1, -0.4, 4, -5, 8, -3, 13, -9, -5, 8
> Cc1ccccc1NC(=O)COC(=O)CCc1nc2ccccc2c(=O)[nH]1
    0.6, -0.1, -2, 2, 2, -6, 10, 9, 0, 7
> COc1ccccc1CNC(=O)Nc1nc(C(N)CCc2ccccc2)cs1 (stereo not given)
    0.0, -2.6, -7, 14, -14, -2, -3, 10, 11, 5
> C[C@H](CO)N1C[C@H](C)[C@@H](CN(C)C(=O)Nc2ccc(C(F)(F)F)cc2)Oc2c(NC(=O)NC3CCCCC3)cccc2C1=O
    0.6, -0.9, 0, 5, 9, 8, 3, 3, -19, -4
> O=C(NCc1ccco1)c1ccc2c(=O)n(-c3ccccc3)c(=O)n(Cc3cccc(F)c3)c2c1
    0.3, -1.2, 1, 6, -17, 4, 0, -3, -12, 6
> CCOc1ccc(-n2c(SC/C=C/c3ccccc3)nnc2-c2ccco2)cc1
    0.2, ., 3, 2, 15, 0, ., ., -15, -8
> CCOC(=O)N1CCN(C(=O)C[C@@H]2C(=O)N(Cc3ccc(OC)cc3)/C3=C/CCCCC[C@@]32C(=O)OCC)CC1
    0.5, ., 2, 0, 1, 10, ., ., -3, 4
> CCOC(=O)C1CCN(c2nc3ccccc3nc2C(C#N)C(=O)OC(C)COC)CC1 (stereo not given)
    0.1, 2.4, 7, -4, -1, 2, 1, -4, 3, -1
> CCOC(=O)C1(CC2CC2)CCN(S(=O)(=O)/C=C/c2ccccc2)CC1
    0.2, -2.0, -4, -6, -6, -2, 8, -3, -13, 5
> COc1cccc(Nc2nc3cc(OC)ccc3cc2C#N)c1
    29*, 0.9, 2, 1, -280, 6, 9, 3, -3, -1
> CCOC(=O)[C@]12CCCCC/C=C\1N(Cc1ccc(OC)cc1)C(=O)[C@H]2CC(=O)N1CCC(c2ccccc2)CC1
    0.7, ., -2, 6, 11, 7, ., ., 10, -3
> CC(C)(C)c1ccc(C(=O)N2CCC(C(=O)N3CCCCC3)CC2)cc1
    0.3, 2.6, 0, -7, 0, -1, -13, -5, 2, 3

# Arranged by formula weight (highest first): 5 of the compounds above
# Values run as follows: proKLK7 act, FXN GAA850 act, GC-A act, rCAG RNA binder, ADAM10 inh, GC-B act, ASAP1 inh, ARFGAP1 inhibitor, sPLA2-III inh, Tn6 DDE FP
> CCOC(=O)N1CCN(C(=O)C[C@@H]2C(=O)N(Cc3ccc(OC)cc3)/C3=C/CCCCC[C@@]32C(=O)OCC)CC1
    0.5, ., 2, 0, 1, 10, ., ., -3, 4
> CCOc1ccc(-n2c(SC/C=C/c3ccccc3)nnc2-c2ccco2)cc1
    0.2, ., 3, 2, 15, 0, ., ., -15, -8
> CCOC(=O)C1(CC2CC2)CCN(S(=O)(=O)/C=C/c2ccccc2)CC1
    0.2, -2.0, -4, -6, -6, -2, 8, -3, -13, 5
> CCOC(=O)c1ccc2c(c1)nc(COc1ccc(OC)cc1)n2CC
    0.1, -0.4, 4, -5, 8, -3, 13, -9, -5, 8
> COc1cccc(Nc2nc3cc(OC)ccc3cc2C#N)c1
    29*, 0.9, 2, 1, -280, 6, 9, 3, -3, -1

# The listing continues.
# Values run as follows: proKLK7 act, FXN GAA850 act, GC-A act, rCAG RNA binder, ADAM10 inh, GC-B act, ASAP1 inh, ARFGAP1 inhibitor, sPLA2-III inh, Tn6 DDE FP
> COCCN1C(=O)N(c2cccc(OC)c2)C(=O)C1CC(=O)Nc1ccc(OC)cc1 (stereo not given)
    0.1, 0.6, 6, 5, 10, 0, 0, 3, 2, 4
> O=C(CCN1C(=O)c2cccc3cccc(c23)C1=O)Nc1ccccc1
    0.5, 1.6, -3, 0, -7, 0, -4, 5, 8, 1
> COc1ccccc1N(CC(=O)Nc1cc(C)on1)S(=O)(=O)c1cccc(C(F)(F)F)c1
    -0.4, -1.7, -2, 1, -6, -2, 1, -6, -8, 0
> Cc1cc(=O)oc2cc(OCC(=O)NCCCN3CCOCC3)c(Cl)cc12
    0.1, -0.3, -4, -4, -38, 0, -12, -6, 6, -3
> O=C(c1ccc(C#Cc2ccccc2)cc1)N1CCC(O)CC1
    -0.5, ., 10, -1, -1, -5, ., ., -6, 2
> O=[N+]([O-])c1ccccc1SNc1ccc(Br)cn1
    0.0, 0.6, -3, -1, -8, -7, -11, -3, 8, 10
> Cc1ccc(-c2nn(-c3ccccc3)cc2C(=O)NCC(c2cccs2)N2CCOCC2)cc1 (stereo not given)
    -0.4, 1.5, -6, -1, -3, -5, 8, 3, 4, -6
> CCCCc1nnc(NC(=O)C2CCN(c3ncnc4sc(C)c(C)c34)CC2)s1
    -0.1, 0.6, -3, 0, -6, 0, 0, 2, -3, 5
> COc1ccc(-n2nnnc2SC(C)C(N)=O)cc1 (stereo not given)
    0.3, 0.1, 0, -2, 1, 0, 6, 18, 6, -5
> Cn1nc(NC(=O)C(F)(F)F)c2ncc(-c3ccccc3)nc21
    -0.5, 1.3, -1, 1, 5, 3, 0, 5, -3, -1
> CCOC(=O)c1[nH]c2ccc(C)cc2c1N=CN(CC)CC
    -2.1, 1.7, -5, -6, -70, -2, 2, -5, 10, 0
> Cc1cccc(NC(=S)NCCc2ccccc2)n1
    0.0, 1.6, 6, -1, 1, 7, 11, 13, 8, 2
> CCc1ccc2cc(C)cc(C)c2n1
    -0.9, ., -3, 2, 2, -1, -7, 15, 7, -4
> O=C(c1ccc2nc[nH]c2c1)N1CCN(S(=O)(=O)c2cccc(Cl)c2)CC1
    -0.3, 4.3, -8, -3, -11, -9, 3, 8, -6, -5
> Cc1cc2c(SCc3ccccc3Cl)nc(N)nc2nc1C
    -8.6, 1.9, 3, 24, i, 0, -1, 5, -12, 5
> Cc1ccc(-n2ncc(C(=O)Nc3cc(Cl)ccc3Cl)c2C2CCNCC2)cc1
    -0.1, -1.0, -3, 10, -4, 3, 5, 10, -2, -3
> COc1ccc(S(=O)(=O)N2CCCC(C(=O)Nc3cccnc3)C2)cc1Cl (stereo not given)
    0.7, 0.1, 0, -4, 5, -3, 7, 2, -8, -1
> Cc1cc(N/C=C(\C#N)S(=O)(=O)c2ccccc2Cl)nc(C)n1
    0.6, 1.8, 1, 2, -9, 4, -4, 2, -2, 3
> O=C(CN1CCCC1)Nc1ccc(NC(=O)Nc2ccccc2)cc1
    -0.7, 3.1, 9, 1, -10, 14, -2, -5, -12, 2
> Cc1cccc(NC(=O)C2c3ccccc3C(=O)N3CCc4ccccc4C23)n1 (stereo not given)
    0.3, -1.6, -7, -3, -10, -5, -1, -2, 2, -2
> COc1c(O)cccc1-c1nnn(CCC(=O)OCC(=O)c2ccccc2)n1
    0.3, -2.1, 1, -2, 2, -3, -3, 7, -13, 8
> CC(C)(C)NC(=O)CSc1ncccc1-c1nc2ccccc2[nH]1
    -0.4, 0.1, 1, -1, -68, 3, -7, -4, 7, 5
> CCc1nnc(NC(=O)CSc2nc(C)nc3c2c(=O)n(C)c(=O)n3C)s1
    0.1, -0.2, 12, 0, -3, 3, -11, -7, -4, 5
> COc1ccc(-c2ccc(SCC(=O)NC3CCCC3)nn2)cc1OC
    0.5, 3.1, 0, -8, -4, -8, 1, 11, 5, 3
> CS(=O)(=O)N(CC(=O)Nc1ccccc1F)C1CCCCC1
    -0.7, 0.7, 1, -2, 2, 0, 7, 0, -1, 4
> CCNC(=O)C(CCSC)NS(=O)(=O)c1ccc(C)cc1 (stereo not given)
    0.3, 2.4, 0, -3, -3, 4, -1, 1, 5, -7
> Cc1ccc(Cn2c(SCC(=O)N(C)C3CCS(=O)(=O)C3)nc3ccccc3c2=O)cc1 (stereo not given)
    0.8, -0.4, 4, -5, -8, 8, 0, 3, -1, 4
> O=C1OC(c2ccc(Br)cc2)=N/C1=C\c1ccco1
    0.8, 0.7, -24, 6, -1, -5, -3, 1, -7, -5
> CCCC(=O)Nc1ccc(NC(=O)c2cccc(OC)c2)cn1
    0.4, 0.2, 2, -5, -2, 3, 6, -6, 1, 0
> O=C(COC(=O)c1c[nH]c(=O)[nH]c1=O)Nc1cccc([N+](=O)[O-])c1
    0.4, 1.9, 4, 1, -3, 1, -1, -13, 3, 2

# Next structures follow:
Compound | proKLK7 act | FXN GAA850 act | GC-A act | rCAG RNA binder | ADAM10 inh | GC-B act | ASAP1 inh | ARFGAP1 inhibitor | sPLA2-III inh | Tn6 DDE FP
NC(=O)C1CCN(c2nc(-c3ccccc3)nc3ccccc23)CC1 | -0.1 | 0.2 | 7 | 2 | 10 | 7 | 4 | 21 | -13 | -3
COc1ccc(NC(=O)CSc2n[nH]c(=O)n2C2CC2)cc1OC | 0.1 | 1.4 | -3 | -1 | -3 | -5 | -1 | -3 | 14 | 2
N=c1c(C(=O)NCc2ccco2)cc2c(=O)n3ccccc3nc2n1CC1CCCO1 (stereo not given) | 8.7 | 2.3 | 10 | 6 | i | 5 | 7 | 6 | 11 | -1
CN(C)/C=N/c1nc2ccc3c(c2s1)CCCC3 | 0.2 | 6.3 | 12 | 1 | -76 | -4 | 11 | 7 | -8 | 0
O=C(O)CCCC(=O)Nc1ccc(C(=O)N2CCCCC2)cc1 | -0.1 | 1.9 | 2 | 2 | 7 | 2 | 1 | 4 | 1 | 2
COCCNC(=O)CS(=O)Cc1nc(-c2ccccc2C)oc1C (stereo not given) | 0.0 | 0.0 | 5 | 4 | -2 | 2 | -4 | -16 | -8 | 6

# Marked active in proKLK7 act (from the list above):
Structure | proKLK7 act | FXN GAA850 act | GC-A act | ADAM10 inh | GC-B act | ASAP1 inh | ARFGAP1 inhibitor | sPLA2-III inh | Tn6 DDE FP
COc1cccc(Nc2nc3cc(OC)ccc3cc2C#N)c1 | 29* | 0.9 | 2 | -280 | 6 | 9 | 3 | -3 | -1

# Screens deposited in PubChem BioAssay by several laboratories.
